Assay outcomes as filed in PubChem BioAssay.
STK33 inh: inhibitors of human STK33 kinase; inhibition, % at 10 µM; purified STK33, MBP phosphorylation, ADP-Glo luminescence; AID 2661; 320,000 tested, 0.073% active; Q9BYT3;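 active = inhibition at or above 25%, using the most active replicate where run in duplicate; inactive = inhibition below 25%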
Target sequence (Q9BYT3 whole entry, looked up): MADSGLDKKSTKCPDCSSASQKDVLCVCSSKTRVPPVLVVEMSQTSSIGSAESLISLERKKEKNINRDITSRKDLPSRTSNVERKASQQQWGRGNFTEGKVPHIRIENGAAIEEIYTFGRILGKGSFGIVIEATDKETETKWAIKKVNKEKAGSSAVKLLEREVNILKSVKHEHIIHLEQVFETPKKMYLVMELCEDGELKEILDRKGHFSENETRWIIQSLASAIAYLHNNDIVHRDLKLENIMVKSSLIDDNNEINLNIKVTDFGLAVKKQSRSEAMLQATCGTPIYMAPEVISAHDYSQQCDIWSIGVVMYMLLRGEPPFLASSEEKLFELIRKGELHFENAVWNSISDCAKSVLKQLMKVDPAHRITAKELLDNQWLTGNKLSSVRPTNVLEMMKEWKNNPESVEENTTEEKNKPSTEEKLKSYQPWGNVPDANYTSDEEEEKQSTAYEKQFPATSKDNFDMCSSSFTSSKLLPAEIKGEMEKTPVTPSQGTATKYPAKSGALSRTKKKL
OX1R antag-1: antagonists of human orexin 1 receptor; O43613; CHO/OX1R cells, Fluo-8 calcium fluorescence, orexin A; inhibition, % at 5 µM; 330,000 tested, 0.43% active; AID 434989;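 active = inhibition above its plate's threshold, mean inhibition of all tested compounds on the plate plus 3 SD, cut at about 37% in these data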;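 also: 0% = orexin A challenge wells and 100% = SB-334867-A antagonist wells; not every result past the cut was called active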
Target sequence (O43613 whole entry, looked up): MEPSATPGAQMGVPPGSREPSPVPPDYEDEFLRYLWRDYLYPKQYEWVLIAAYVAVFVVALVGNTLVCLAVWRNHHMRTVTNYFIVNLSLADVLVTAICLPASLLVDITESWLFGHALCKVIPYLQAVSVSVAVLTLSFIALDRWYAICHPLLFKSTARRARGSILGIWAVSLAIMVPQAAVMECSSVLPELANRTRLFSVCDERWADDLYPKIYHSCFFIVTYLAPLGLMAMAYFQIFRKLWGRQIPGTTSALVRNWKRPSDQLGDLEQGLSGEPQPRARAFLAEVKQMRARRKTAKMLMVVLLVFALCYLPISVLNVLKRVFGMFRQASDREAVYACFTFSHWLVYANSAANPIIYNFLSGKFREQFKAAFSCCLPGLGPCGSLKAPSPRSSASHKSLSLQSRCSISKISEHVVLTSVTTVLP
OX1R antag-2: OX1R (human) antagonism; AID 485270; inhibition, % at 6.6 µM; OX1R-expressing cells, FRET antagonist read-out; 330,000 tested, 1.8% active; O43613; in the data active = inhibition mostly above about 38%, no sharp cut-off; inactive = mostly below about 40%;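 also: 0% = agonist challenge alone and 100% = reference antagonist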
An asterisk follows results filed as active; . = not tested or not shown.

Below each compound: STK33 inh, OX1R antag-1, OX1R antag-2
1) CCc1ccc(C(=O)Nc2cccc(-c3nn[nH]n3)c2)s1
 : -1.0, -11, 23
2) COC(=O)c1ccccc1NC(=O)CNC(=O)c1ccco1
 : 0.2, -5, 34
3) CC(C)(C)c1ccc(/C=C(\C#N)C(=O)Nc2ccccn2)cc1
 : -0.2, 9, -7
4) COCCNC(=O)c1cc(-c2ccccc2)n(Cc2cc(C)no2)n1
 : -2.5, -15, 10
5) CCN(CC)CCOC(=O)C(c1ccccc1)C1CCCCC1 (configuration not stated)
 : ., -21, 11
6) Cc1cccn2c(=O)nc(SCC(=O)c3ccc(Cl)cc3)nc12
 : -1.7, -16, 2
7) O=C(c1ccc2c(=O)n3c(nc2c1)CCCCC3)N1CCN(c2ccccc2F)CC1
 : 1.0, -34, 5
8) CCCN(CC(=O)Nc1ccccc1C)C(=O)c1cccc(-n2cnnn2)c1
 : -3.3, -13, 20
9) N#C/C(=C/c1ccc(-c2ccc(C(=O)O)c(Cl)c2)o1)C(=O)NCC1CCCO1 (configuration not stated)
 : 1.2, -6, 21
10) Cc1cc2nc(-c3ccc(SCC(=O)Nc4ccc(S(=O)(=O)N5CCCC5)cc4)nc3)[nH]c2cc1C
 : 2.0, 3, 16
11) CSc1ccc(CCNC(=O)c2cccc3c2C(=O)N(C2CCCCC2)C3)cc1
 : -1.3, -18, -2
12) O=C(CNC(=O)c1cccs1)OCC(=O)c1ccc(Br)cc1
 : -0.3, -5, 15
13) COc1ccc(O)c(/C=N/Nc2nc(Nc3ccccc3)nc(-n3nc(C)cc3C)n2)c1
 : -1.2, -21, 28
14) C/C(=N\NC(=O)CNC(=O)c1ccc(F)cc1)c1ccco1
 : -1.4, -14, 28
15) Cc1ccc(C(=O)N/C(=C/c2ccc(-c3cc(C(F)(F)F)ccc3Cl)o2)C(=O)NCc2cccnc2)cc1
 : -0.5, 34, 36*
16) CN1C(C)(C)CC(NC(=O)CCC(=O)NC2CC(C)(C)N(C)C(C)(C)C2)CC1(C)C
 : -1.4, -16, 6
17) Cc1ccc(N2CCN(C(=O)c3nn(C)c4c3CS(=O)(=O)c3ccccc3-4)CC2C)cc1 (configuration not stated)
 : 0.0, -23, 13
18) O=C(/C=C/c1ccco1)N1CCN(S(=O)(=O)c2cccs2)CC1
 : 0.5, 3, 17
19) COc1ccccc1-n1c(SCC(=O)Nc2ccccc2F)nc2[nH]ncc2c1=O
 : 1.3, -16, 7
20) CC(On1c(-c2ccccc2)nc2ccc(Cl)cc21)C(=O)O (configuration not stated)
 : -0.7, 4, 14
21) CC(=O)n1cc([C@@H]2C=C(C(=O)NCc3ccccc3)O[C@H](OCc3ccc(CO)cc3)C2)c2ccccc21
 : 3.8, 41, 23
22) CC[C@H](C)[C@H](NC(=O)c1ccc(Cl)cc1)C(=O)OCC(=O)c1c(N)n(C)c(=O)n(C)c1=O
 : -0.7, -11, 13
23) N#CC1(c2ccccc2)CCCN1C(=O)c1ccccc1Cl (configuration not stated)
 : -1.2, -16, 6
24) O=C(Nc1cccc(-c2nc3ccccc3[nH]2)c1)c1ccccn1
 : 1.3, -14, 88*
25) Cc1ccc(S(=O)(=O)NCc2cn3ccsc3n2)c(C)c1
 : 4.0, -19, 18
26) CCC(C)NCCCCOc1ccc(C)cc1[N+](=O)[O-] (configuration not stated)
 : 1.0, -24, 10
27) O=C(CN1C(=O)/C(=C\c2ccccc2Cl)Sc2ccccc21)NCCCN1CCOCC1
 : 1.8, -21, 7
28) O=C(NCc1ccccn1)C1CCN(S(=O)(=O)c2cccs2)CC1
 : -0.9, -2, 3
29) CCN(c1cccc(C)c1)S(=O)(=O)c1cc2c3c(c1)CCC(=O)N3CCC2
 : 0.1, -30, 12
30) Cc1cc(Cl)ccc1OCCCC(N)=O
 : -0.1, 0, 14
31) Cc1nc2ccccc2c2oc(C(=O)NCc3ccc4c(c3)OCO4)cc12
 : 0.3, -30, 24
32) Cc1ccc(C2CC(=O)N3CN(Cc4ccco4)CSC3=C2C#N)cc1 (configuration not stated)
 : 0.3, -15, 7
33) COc1ccc(CC(=O)OC(C)CN2CCOCC2)cc1 (configuration not stated)
 : -1.0, -14, 11
34) COc1ccccc1N1CC(C(=O)Nc2nnc(SC)s2)CC1=O (configuration not stated)
 : -2.2, -20, 15
35) COc1ccc(C2/C(=C(/O)c3ccccc3)C(=O)C(=O)N2c2ccccn2)c(OC)c1 (configuration not stated)
 : 1.4, -22, 16
36) O=C(c1ccco1)N1CCN(c2ncnc3c2[nH]c2ccc(Cl)cc23)CC1
 : 11, -25, 33
37) Cc1c(N2C(=O)/C(=C\C3CC=CCC3)SC2=S)c(=O)n(-c2ccccc2)n1C (configuration not stated)
 : ., 0, 20
38) COCCNC(=O)c1cc2c(-c3ccccc3F)nn(C)c2s1
 : 2.1, -19, 12
39) COc1cccc(NC(=O)[C@H](CC(C)C)NC(=O)N2CCn3c2nc2ccccc23)c1
 : -0.2, -24, 3
40) Cc1cc(OC(C)C(=O)Nc2ccccc2C(=O)N2CCCC2)ccc1Cl (configuration not stated)
 : -0.9, -26, 54

Molecules listed so far containing an NH in an aromatic ring, in the order listed:
Below each compound: STK33 inh, OX1R antag-1, OX1R antag-2
1) CCc1ccc(C(=O)Nc2cccc(-c3nn[nH]n3)c2)s1
 : -1.0, -11, 23
10) Cc1cc2nc(-c3ccc(SCC(=O)Nc4ccc(S(=O)(=O)N5CCCC5)cc4)nc3)[nH]c2cc1C
 : 2.0, 3, 16
19) COc1ccccc1-n1c(SCC(=O)Nc2ccccc2F)nc2[nH]ncc2c1=O
 : 1.3, -16, 7
24) O=C(Nc1cccc(-c2nc3ccccc3[nH]2)c1)c1ccccn1
 : 1.3, -14, 88*
36) O=C(c1ccco1)N1CCN(c2ncnc3c2[nH]c2ccc(Cl)cc23)CC1
 : 11, -25, 33

Following part
Below each compound: STK33 inh, OX1R antag-1, OX1R antag-2
41) CCOC(=O)C(=O)NNc1ccc(Cl)cc1
 : -1.1, -3, 3
42) COc1ccccc1C(=O)n1nc(-c2ccc(Cl)cc2)nc1N
 : -0.9, -22, 33
43) Cc1ccccc1CCNC(=O)Cn1ccc2cc(S(=O)(=O)N3CCCC3)ccc21
 : -0.2, 16, 46*
44) CC(C)CCNC(=O)C(c1ccco1)N(CCCO)C(=O)Cn1nnc(-c2ccc(F)cc2)n1 (configuration not stated)
 : -1.0, -44, 13
45) COc1ccc(NC(=O)COc2cccc3c2OC(C)(C)C3)cc1OC
 : -0.3, 15, 12
46) Cc1ccc(NC(=O)CN(C)C(=O)COC(=O)c2nc3nccc(C)n3n2)cc1
 : -0.4, -4, 0
47) O=C(CCCCO)CCCCCCCC[C@H]1N[C@H](CO)[C@H](O)[C@@H]1O[C@@H]1O[C@H](CO)[C@@H](O)[C@H](O)[C@H]1O
 : -1.1, 2, 10
48) CCCC(=O)Nc1ccc(NC(=O)c2ccccc2Cl)nc1
 : -0.4, -4, 10
49) CCc1ccccc1N1CC(C(=O)Nc2nccs2)CC1=O (configuration not stated)
 : 0.0, 8, 6
50) Cc1sc2nc(CSc3nnnn3-c3ccc(Cl)cc3)[nH]c(=O)c2c1C
 : ., -13, 19
51) Cc1ccc(C2NC(=S)NC3=C2C(=O)CCC3)cc1 (configuration not stated)
 : -0.9, 3, 11
52) O=C(COc1ccccc1C(=O)c1cnn(-c2ccccc2)c1)Nc1ccc2ccccc2c1
 : -0.7, -16, 13
53) CC(Oc1ccccc1Cl)C(=O)Nc1ccc(S(=O)(=O)Nc2nccs2)cc1 (configuration not stated)
 : ., -6, 20
54) CCOC(=O)c1c(NC(=O)C(C)OC(=O)C2=COCCO2)sc2c1CCCC2 (configuration not stated)
 : ., -4, -6
55) Cc1cccc(C(C)C)c1NC(=O)COC(=O)Cc1ccsc1
 : -1.3, -1, -7
56) CNC(=O)NC(=O)CSc1ccc(S(=O)(=O)N2CCOCC2)cn1
 : -0.7, -18, 7
57) COc1ccc(-c2cc(C(=O)NC(Cc3cc4ccccc4[nH]3)C(=O)O)c(C)o2)cc1OC (configuration not stated)
 : 0.3, -11, 17
58) COc1cccc(NS(=O)(=O)c2cc3c(cc2C)N(C)CCO3)c1
 : -1.8, -25, -2
59) Cc1ccc(S(=O)(=O)N2CCC(C(=O)NCCc3ccccc3)CC2)cc1
 : -1.0, -30, 5
60) CC(=O)Nc1nonc1NC(=O)CSc1ncn[nH]1
 : -2.2, 2, 10

Later entries.
entry | smiles | STK33 inh | OX1R antag-1 | OX1R antag-2
61 | COC(=O)c1ccc(CSc2nnc(SCc3ccc(C(=O)OC)o3)s2)o1 | -0.8 | -8 | 10
62 | CC(NC(=O)Cn1cc([N+](=O)[O-])cn1)c1ccc(C(C)(C)C)cc1 (configuration not stated) | -1.4 | -10 | 14
63 | Cn1c(=O)c2ccccc2n(CC(=O)Nc2ccc3c(c2)OCCO3)c1=O | -0.8 | -6 | 31
64 | CCCOc1cccc(-c2cc(-c3n[nH]c(=S)n3CC)c3ccccc3n2)c1 | . | -14 | 24
65 | CCCn1c(CN(C)Cc2ccccc2)nc2c1c(=O)n(C)c(=O)n2C | . | -9 | 20
66 | CC(C)c1nc(C(=O)N2CCc3c([nH]c4ccccc34)C2c2ccccn2)cs1 (configuration not stated) | -0.9 | -31 | 3
67 | C=CCC[C@@H](Cc1ccc(F)cc1)C(=O)OC[C@H](C)NC(=O)[C@H](CC=C)CC(=O)N(CCO)Cc1ccccc1 | -0.3 | 31 | 14
68 | O=C1C2CCCN2C(c2cccs2)N1c1ccc(Cl)cc1 (configuration not stated) | -0.9 | -36 | 16
69 | O=[N+]([O-])c1cccc2ccc(/C=C/c3ccc(C(F)(F)F)cc3)nc12 | -2.7 | -28 | 13
70 | CN(C)C(=O)c1ccc(NC(=O)COC(=O)/C=C/c2cccs2)cc1 | 0.1 | -17 | 17
71 | CCOC(=O)C1CCCN(C(=O)COc2ccc(C(=O)c3ccc(F)cc3)cc2)C1 (configuration not stated) | -0.6 | -33 | 8
72 | CCC1CCCCN1S(=O)(=O)c1ccc(S(=O)(=O)N2CCN(S(=O)(=O)CC)CC2)cc1 (configuration not stated) | 0.0 | -30 | 20
73 | CCCOc1ccccc1N/C(=N\S(=O)(=O)c1ccc(C)cc1)Nc1nc(C)cc(C)n1 | -0.7 | -7 | 17
74 | CC1CCCN(C(=O)Nc2ccc(Br)cc2Cl)C1 (configuration not stated) | -1.1 | -19 | 13
75 | Cn1c(SCC(=O)NC(=O)NCc2ccccc2)nnc1C(F)(F)F | -1.2 | -11 | 8
76 | CCC(C)(C)C1CCC(=NNC(=O)c2ccoc2C)CC1 (configuration not stated) | -0.3 | -19 | 16
77 | CC1C(=O)Nc2ccc(S(=O)(=O)Nc3ccccc3Br)cc2NC1=O (configuration not stated) | -0.2 | -10 | -3
78 | Cc1c(C)n(CCc2ccccc2)c2ncnc(NN)c12 | 0.5 | -50 | 12
79 | Cc1cccc(CSc2ncnc3c2cnn3Cc2ccccc2)c1 | -1.4 | -22 | 8
80 | Cc1ccccc1CS(=O)(=O)CCC(=O)NCc1ccc(F)cc1Cl | -0.6 | -18 | 5
81 | Cc1cc(OC(C)C(=O)NCC2CCC(C(=O)O)CC2)c2c(C)c(C)c(=O)oc2c1 (configuration not stated) | 1.6 | 12 | 5
82 | CCOc1cccc(NC(=O)/C(C#N)=C\c2cccnc2)c1 | -0.5 | -18 | 22
83 | COc1ccc(-c2noc(CCC(=O)NCc3cccnc3)n2)cc1OC | 0.1 | -14 | 14
84 | O=C(CNC(=O)c1ccc(Cl)cc1Cl)Nc1ccc(F)cc1 | -1.3 | -27 | 12
85 | COc1ccc(S(=O)(=O)N2CCCOC2CNC(=O)C(=O)NCc2ccco2)cc1C (configuration not stated) | -0.7 | -9 | 44
86 | CCOC(=O)C1CCCN(C(=O)c2cccc(S(=O)(=O)N(C)c3c(C)n(C)n(-c4ccccc4)c3=O)c2)C1 (configuration not stated) | -1.1 | -25 | 7
87 | Cc1csc(=O)n1CCC(=O)OCC(=O)N(CC(C)C)c1c(N)n(Cc2ccccc2)c(=O)[nH]c1=O | 0.4 | -16 | 22
88 | COc1cccc(O)c1CN1CCC(Oc2ccc(C(=O)NCc3ccccn3)cc2)CC1 | 1.9 | -23 | 9
89 | NC(=O)c1ccc(Oc2ccc3ccc(=O)oc3c2)c([N+](=O)[O-])c1 | -0.8 | -21 | 19
90 | COc1c(Cl)cc(Cl)cc1/C=N/n1cnnc1 | -1.8 | -15 | 14

Structures listed so far shown as hits in OX1R antag-2:
entry | smiles | STK33 inh | OX1R antag-1 | OX1R antag-2
15 | Cc1ccc(C(=O)N/C(=C/c2ccc(-c3cc(C(F)(F)F)ccc3Cl)o2)C(=O)NCc2cccnc2)cc1 | -0.5 | 34 | 36*
24 | O=C(Nc1cccc(-c2nc3ccccc3[nH]2)c1)c1ccccn1 | 1.3 | -14 | 88*
43 | Cc1ccccc1CCNC(=O)Cn1ccc2cc(S(=O)(=O)N3CCCC3)ccc21 | -0.2 | 16 | 46*
